Source: PubChem BioAssay (The Scripps Research Institute Molecular Screening Center)
ABHD4 inh: ABHD4 (mouse) inhibition, primary FP screen | hit rate 0.54% among 370,000 | Q8VD66 | AID 720543 | purified mABHD4, FP-Rh probe fluorescence polarization | inhibition, % at 8.92 µM;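 active = inhibition exceeding the mean over every tested compound plus 3 SD, cut at about 30% in these data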;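 note: 0% = plate median of compound wells and 100% = S159A mutant with DMSO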
Target sequence (Q8VD66 whole entry, looked up): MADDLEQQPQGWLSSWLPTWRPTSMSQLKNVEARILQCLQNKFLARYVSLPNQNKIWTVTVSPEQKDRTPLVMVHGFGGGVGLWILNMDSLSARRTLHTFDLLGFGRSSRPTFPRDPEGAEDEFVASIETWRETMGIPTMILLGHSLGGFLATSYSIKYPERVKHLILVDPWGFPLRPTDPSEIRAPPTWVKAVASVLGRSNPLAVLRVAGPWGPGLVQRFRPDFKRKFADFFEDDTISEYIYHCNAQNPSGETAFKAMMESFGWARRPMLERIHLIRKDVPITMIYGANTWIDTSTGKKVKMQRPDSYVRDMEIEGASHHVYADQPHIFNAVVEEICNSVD
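system = mouse ABHD4 enzyme, wild type | medium = HEPES pH 7.0, NaCl, Pluronic buffer | also added = FP-Rh probe | incubation = Enzyme–compound pre-incubation 45 min, then probe 60 min, both 25 °C | technique = fluorescence polarization, excitation 525 nm, emission 598 nm, BODIPY TMR filters | controls = S159A mutant high control, sample median low control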
HTRA1 inh: blocks human HTRA1 serine peptidase; AID 504803; hit rate 0.5% among 340,000; Q92743; inhibition, % at 5.96 µM; recombinant HTRA1, FP-rhodamine activity-based probe, fluorescence polarization; in the data active = inhibition above about 36%;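 note: 0% = enzyme with DMSO and 100% = wells lacking enzyme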
TCR CD3 inh: inhibitors of human TCR-CD3 interaction; hit rate 0.37% among 360,000; inhibition, % at 9.4 µM; TAMRA-labeled TCR probe fluorescence, biochemical; AID 651800; in the data active = inhibition above about 19%;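 note: recombinant mutant TCR 2C K166C tagged with TAMRA read by polarization; 0% = receptor in buffer alone and 100% = receptor with positive control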
UHRF1 binding: UHRF1 methyl-DNA binding inhibition | Q96T88 | hit rate 0.75% among 370,000 | AID 687016 | inhibition, % at 4.4 µM | UHRF1 binding to methylated oligo, TR-FRET; in the data active = inhibition above about 21%;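 note: UHRF1 SRA domain binding a hemimethylated CpG hairpin DNA probe; 0% = median of test compound wells and 100% = reference inhibitor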
TDP2 inh: TDP2 (human) inhibition, absorbance primary screen. inhibition, % at 12.8 µM. hit rate 0.34% among 370,000. O95551. recombinant TDP2, T5PNP hydrolysis, p-nitrophenol absorbance 415 nm;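 active = inhibition above the mean of all tested compounds plus 3 SD, set per campaign, cut at about 25% in these data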;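 note: 0% = DMSO with enzyme and 100% = buffer with substrate but no TDP2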
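Incubation: 2 h at 37 °C; Test system: recombinant human TDP2; Quantity: enzyme 120 nM; Read-out basis: percent inhibition; Medium: 50 mM Tris-HCl pH 7.5 with Mg2+, KCl, DTT, BSA; Repeats: single replicate; Compound: 12.8 µM single point, 1% DMSO; Signal: epi absorbance; Reagent: 5 mM T5PNP chromogenic substrate; Benchmarks: no-enzyme high, DMSO-plus-enzyme low.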
PRMT1 inh: inhibitors of human PRMT1 | recombinant PRMT1, activity-based probe fluorescence polarization | inhibition, % at 2.79 µM | hit rate 1.3% among 370,000 | AID 652257;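 active = inhibition above about 21% made by adding two undisclosed values, limit read from the data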
Target sequence (Q99873 whole entry, looked up): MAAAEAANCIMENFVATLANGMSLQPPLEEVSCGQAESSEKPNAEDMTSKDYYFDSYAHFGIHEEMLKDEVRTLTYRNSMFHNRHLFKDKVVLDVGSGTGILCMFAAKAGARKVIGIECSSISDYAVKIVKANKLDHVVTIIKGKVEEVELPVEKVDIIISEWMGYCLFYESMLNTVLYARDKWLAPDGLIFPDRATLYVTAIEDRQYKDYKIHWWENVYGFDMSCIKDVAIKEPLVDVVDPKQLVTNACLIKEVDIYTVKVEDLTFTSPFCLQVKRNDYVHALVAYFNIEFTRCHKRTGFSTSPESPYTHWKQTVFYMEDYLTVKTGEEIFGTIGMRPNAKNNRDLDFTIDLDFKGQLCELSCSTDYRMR
LEDGF integ inh: blocks HIV-1 LEDGF/p75-dependent DNA integration | TR-FRET IN-LEDGF/p75 DNA integration, Eu/Cy5 | inhibition, % at 3.7 µM | hit rate 0.64% among 370,000;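 active = inhibition above the screen-wide mean plus 3 SD, cut at about 13% in these data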;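 note: signal is the Cy5 over europium emission ratio at 671 and 618 nm; 0% = plate median of compound wells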
PG9 Ab binder: binds the HIV-1 gp120 antibody PG9. TR-FRET gp120-PG9 antibody binding. inhibition, % at 6.7 µM. hit rate 0.43% among 360,000. AID 624416; in the data active = inhibition above about 8.5%
Tn7 DDE FP: disrupts Tn7 cyclic peptide binding to fibrin D-Dimer-E complex; P02675; FP displacement of FITC-Tn7 peptide from fibrin DD(E); 0% = median of compound wells per plate; inhibition, % at 8.3 µM; hit rate 0.13% among 370,000; AID 720508;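 active = inhibition above the mean of compounds falling within the control limits plus 3 SD of them, cut at about 14% in these data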;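 note: 0% = plate median of compound wells and 100% = 10 µM Aha-Tn7 peptide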
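Assay system: Human fibrin DD(E) protein | Medium: Tris buffer with calcium and detergent, pH 7.8 | Reagent: 0.1 µM fluorescent Tn7 | Compound dosing: Single point at 8.3 µM | Times: 10 min preincubation, 3 h with tracer, room temperature | Detection: Fluorescence polarization of the labelled Tn7 tracer | Controls: Aha-Tn7 high control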
SIAE inh: inhibitors of human sialic acid acetylesterase SIAE | inhibition, % at 9.66 µM | hit rate 0.69% among 370,000 | SIAE FP-Rh probe binding, fluorescence polarization | Q9HAT2;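 active = inhibition above a cutoff: mean of compounds within the control limits plus 3 SD of those, cut at about 17% in these data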;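 note: 0% = plate median of compound wells and 100% = probe without SIAE protein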
* hit, by the source's call; . = not tested or not shown. Outcome played no part in choosing rows; about 4.2% have a hit in one of these screens.

ABHD4 inh,HTRA1 inh,TCR CD3 inh,UHRF1 binding,TDP2 inh,PRMT1 inh,LEDGF integ inh,PG9 Ab binder,Tn7 DDE FP,SIAE inh,molecule
12,3,-1,4,-5,-1,-3,-2.9,-6,2,CCn1ccc(C(=O)Oc2ccc(Cl)cc2)n1
5,3,7,0,4,0,-1,4.1,2,-3,FC(F)(F)COc1nc(N2CCCCC2)nc(N2CCNCC2)n1
-1,.,.,2,5,3,-2,.,6,4,O=C(CCn1nnc(-c2cccs2)n1)N1CCOCC1
6,-3,-7,1,-7,-2,1,-1.3,2,2,COC(=O)Cc1ccc(NC(=S)NC2CC2)cc1
-12,3,2,1,-10,-6,2,-0.9,-8,-4,Cc1csc(=O)n1CCC(=O)OC(C)C(=O)NCc1ccccc1 (centres undefined)
5,5,-7,-2,6,0,-1,-1.9,2,10,Cc1ccnc2nc(C(=O)OCC(=O)Nc3ccc4c(c3)OCCO4)nn12
0,-1,-2,-1,0,3,0,-1.5,6,1,COc1cccc(NC(=O)c2cnn(-c3ccccc3)c2C)c1
2,6,-9,4,1,-2,0,1.3,4,2,Cc1ccc(Nc2nnns2)cc1
-3,0,3,0,7,-4,4,0.6,2,-4,CC1CCCCN1C(=O)COC(=O)c1cc(-c2cccs2)nn1-c1ccccc1 (centres undefined)
-3,-1,3,-1,-9,-4,-1,-0.2,5,-1,Cc1ccc2oc(=O)n(Cc3ccccc3)c2c1
4,3,6,0,9,-5,23*,-0.5,0,2,O=C1CN(C(=O)COc2ccc(F)cc2Cl)c2ccccc2N1
6,-15,5,-1,4,-2,-1,0.7,12,-7,CCOCCCNC(=O)CN1C(=O)/C(=C\c2ccc(C)cc2)Sc2ccccc21

An excerpt of these results, with two lines to a compound:
Each structure is followed by: ABHD4 inh | HTRA1 inh | TCR CD3 inh | UHRF1 binding | TDP2 inh | PRMT1 inh | LEDGF integ inh | PG9 Ab binder | Tn7 DDE FP | SIAE inh
- O=C(CCn1nnc(-c2cccs2)n1)N1CCOCC1
    -1 | . | . | 2 | 5 | 3 | -2 | . | 6 | 4
- COc1cccc(NC(=O)c2cnn(-c3ccccc3)c2C)c1
    0 | -1 | -2 | -1 | 0 | 3 | 0 | -1.5 | 6 | 1

Going on with the list:
ABHD4 inh,HTRA1 inh,TCR CD3 inh,UHRF1 binding,TDP2 inh,PRMT1 inh,LEDGF integ inh,PG9 Ab binder,Tn7 DDE FP,SIAE inh,molecule
-7,-4,2,0,4,1,-1,-3.1,1,-10,N#Cc1ccc(NC(=O)NN2CCCCCC2)cc1
8,-10,-3,2,-2,3,-7,-0.8,-4,2,COc1ccc(OCCN2C(=O)c3cccc(N)c3C2=O)cc1
-8,11,-1,-4,-5,6,4,-0.4,6,6,CN(C)C(CNC(=O)CCCN1C(=O)c2cccc3cccc(c23)C1=O)c1ccccc1 (centres undefined)
-4,-11,7,-1,-9,-7,7,-2.2,-3,9,COCCNC(=S)N(CCc1c(C)[nH]c2ccc(F)cc12)Cc1cccs1
-3,.,9,0,6,-1,0,-1.4,-3,4,CC1(C(=O)NS(=O)(=O)c2ccc(C#N)cc2)CCN1C(=O)C1CCCCC1 (centres undefined)
-3,8,6,-2,12,-2,0,-2.5,7,3,CN(C)Cc1c(C(=O)N/N=C/c2cccnc2)nnn1-c1nonc1N
-1,-32,-3,4,-4,-5,3,-1.6,-8,-5,CC(Oc1cccc(Cl)c1)C(=O)Nc1cc(Cl)ccc1N1CCOCC1 (centres undefined)
0,-11,0,1,-14,1,2,-2.4,4,1,CCCNc1nc(Nc2ccc(C)c(Cl)c2)c2cnn(C)c2n1
10,5,12,-2,2,-1,3,1.0,-7,-2,O=C(C1CC1)N1CCN(c2ccnc3cc(Cl)ccc23)CC1
-3,0,3,-2,0,-1,-2,-1.3,3,21*,COc1ccc(NC(=O)CSc2nnc3ccc(-c4cccnc4)nn23)cc1OC
13,0,7,2,9,-2,1,1.7,-2,42*,CNC(=S)N(Cc1cccs1)Cc1cc2cc(OC)ccc2[nH]c1=O
6,-3,2,-2,0,1,3,-1.0,-3,-10,O=C(Nc1ccccc1C(F)(F)F)c1ccccc1Br

(next part)
ABHD4 inh,HTRA1 inh,TCR CD3 inh,UHRF1 binding,TDP2 inh,PRMT1 inh,LEDGF integ inh,PG9 Ab binder,Tn7 DDE FP,SIAE inh,molecule
3,-6,6,-1,18,1,1,-1.9,4,5,COc1cccc(N2CCN(c3nc(C)cc(=O)[nH]3)CC2)c1
-3,-24,-2,-1,0,6,-2,-0.6,2,7,N#Cc1ccccc1OCC(=O)N1N=C(c2cccs2)CC1c1ccco1 (centres undefined)
-4,-11,1,-2,-12,3,2,-1.7,1,10,Cc1ccc(/C=N/NC(=O)CSc2nnc(-c3ccccc3)n2-c2ccc(Cl)cc2)o1
0,4,-7,0,4,0,2,-3.0,-8,1,Nc1nc2ccccc2n1C(=O)c1ccccc1
-1,-3,6,1,11,-3,0,0.2,-4,13,Nc1csnc1C(=O)O
-3,8,6,0,-8,-2,1,-2.4,3,-1,COc1ccc(C2(C)NC(=O)N(CC(=O)NCc3ccccc3)C2=O)cc1OC (centres undefined)
-5,-6,5,-4,11,-1,0,0.2,10,6,COc1ccc(C(=O)Nn2c(C)nc3ccccc3c2=O)cc1OC
6,-2,9,0,-1,-4,2,-2.4,-6,-6,CCCOC(=O)c1c(NC(=O)CSc2nc(-c3ccco3)cc(C(F)(F)F)n2)sc(C(=O)OC)c1C
-3,-3,0,2,0,4,1,-1.2,5,8,COc1ccc(CNC(=O)N2CCN(S(=O)(=O)c3ccccc3)CC2)cc1
4,0,-5,1,7,0,-4,-1.2,-5,-4,CC(=O)Cc1nsc(Nc2cccc(C)c2)n1
-4,-3,4,1,-3,-3,1,0.3,-1,5,CC(C)(C)c1csc(NC(=O)c2ccccc2O)n1
-2,.,4,-3,2,-1,-4,0.0,-5,13,COc1ccc(CCCNC(=O)C2(C)Cc3c(-c4cccc(C(N)=O)c4)ccnc3O2)cc1 (centres undefined)

Following part.
ABHD4 inh,HTRA1 inh,TCR CD3 inh,UHRF1 binding,TDP2 inh,PRMT1 inh,LEDGF integ inh,PG9 Ab binder,Tn7 DDE FP,SIAE inh,molecule
4,5,-2,-3,8,-1,0,0.7,-2,11,CCC(=O)N1c2ccccc2NC2=C(C(=O)CCC2)C1c1ccc(N(C)C)cc1 (centres undefined)
2,1,6,2,1,-1,-2,0.2,1,5,CN(CCO)c1cnccn1
-1,0,2,2,-1,0,-1,1.4,4,-6,CCC(=O)N(Cc1cc(=O)[nH]c2ccccc12)c1ccc(OC)cc1
-5,4,4,1,-10,-4,6,-0.1,-3,-7,CCOC(=O)N1C(=O)NC(=O)C1c1ccc(OC)cc1 (centres undefined)
2,-10,-1,7,-1,3,1,-1.2,3,2,CCCOc1ccc(C(=O)Nc2ccccc2[N+](=O)[O-])cc1
12,-8,-3,11,3,0,-1,-0.5,3,-2,Cn1ccc(-c2ccccc2)c(C#N)c1=O
-5,.,.,3,8,1,2,.,5,-1,O=S1(=O)c2ccc(N3CCN(Cc4ccccc4F)CC3)cc2Oc2ccccc2CN1Cc1cn(Cc2ccc(C(F)(F)F)cc2)nn1
0,3,-7,0,-5,-1,0,-2.4,-8,1,COc1ccccc1C(=O)NNC(=O)c1cccc(O)c1
-14,.,-4,-2,8,0,7,-0.4,-4,-5,O=C(Nc1cccc(C(F)(F)F)c1)Nc1nnc([C@H]2C[C@H](O)[C@@H](CO)O2)s1
5,6,-4,3,-1,-1,-5,0.2,7,8,N#C/C(=C(/O)CN1CCCCC1)c1nc(-c2ccc(Cl)cc2)cs1
-18,-23,-8,5,3,4,-3,0.6,-4,-24,CN(C)S(=O)(=O)c1cccc(NC(=O)COc2ccc3ccccc3c2)c1
-3,-4,-2,1,7,-1,-1,-1.1,1,-5,Cc1cnc(NC(=O)C2CC(=O)N(c3ccc4c(c3)OCCO4)C2)s1 (centres undefined)

Carrying on:
ABHD4 inh,HTRA1 inh,TCR CD3 inh,UHRF1 binding,TDP2 inh,PRMT1 inh,LEDGF integ inh,PG9 Ab binder,Tn7 DDE FP,SIAE inh,molecule
5,7,-10,-3,6,7,2,-1.9,2,8,O=C(NC(=S)N1CCN(c2ccc(F)cc2)CC1)c1cccs1
-4,5,3,-1,-4,-3,5,0.5,3,-8,CCOC(=O)C(CC(=O)O)NCc1ccco1 (centres undefined)
-5,0,2,-2,-11,0,-5,-0.6,15*,4,Cc1cccc(N2C(=O)CN(Cc3cccs3)C2=S)c1
9,-5,5,-3,5,4,2,-2.3,-7,-1,NC(=O)c1c(NC(=O)COC(=O)c2ccc(O)c(Cl)c2)sc2c1CCCC2
-5,.,-2,-1,-4,0,1,-0.7,6,-6,CCOC(=O)C1=CCC(c2ccccc2)N(S(=O)(=O)c2ccccc2C)C1 (centres undefined)
9,-3,1,-1,7,5,0,1.0,0,0,CC(=O)c1cc(-c2nc3ccccc3n2C)n(C)c1
2,9,-5,-1,-7,3,-6,-1.9,-2,0,Cc1cccc(NC(=O)C(=O)NCC2CCCO2)c1 (centres undefined)
0,.,2,-2,7,-4,5,-0.1,1,-2,COc1ccc(CNC(=O)C2Cc3c(-c4ccccc4)ccnc3O2)cc1OC (centres undefined)
5,-3,-1,6,-1,3,1,0.3,1,21*,NC(=O)c1ccc(NC(=O)c2cc(S(=O)(=O)N3CCCCC3)ccc2N2CCOCC2)cc1
